Bioassay records: PubChem BioAssay, several laboratories
AGP1 TOR yeast – alters AGP1-GFP fluorescence in TOR pathway yeast screen; GFP response vs DMSO, % at 10 µM; actives 0.02% (n = 320,000); S. cerevisiae AGP1-GFP multiplex flow cytometry, 3 h; GFP as percent of DMSO wells;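 active means GFP response relative to DMSO above a set limit, near screen average plus 3 SD, cut at about 150% in these data; inconclusive means fewer than 70 cells counted for the yeast strain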;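 further: median GFP channel fluorescence of the gated AGP1 strain per well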
MEP2 TOR yeast – alters MEP2-GFP fluorescence in TOR pathway yeast screen. actives 0.51% (n = 330,000). GFP response vs DMSO, % at 10 µM. S. cerevisiae MEP2-GFP strain, flow cytometry GFP, 3 h; 100% = DMSO control level;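 active means GFP response versus DMSO above a set limit, roughly screen mean plus 3 SD, cut at about 180% in these data; inconclusive means fewer than 70 cells counted for a yeast strain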;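 further: median GFP fluorescence of the barcode-gated MEP2-GFP cells per well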
VLA-4 inh – inhibition in a human VLA-4 binding assay; VLA-4 expressing cells, ligand binding flow cytometry; P13612; actives 0.2% (n = 330,000); inhibition, % (about 7 µM as worked out from the volumes in the protocol); in the data active means inhibition above about 50%
CIT2-GFP yeast – modulators of TOR pathway CIT2-GFP in S. cerevisiae; actives 0.065% (n = 320,000); AID 2029; S. cerevisiae CIT2-GFP strain, flow cytometry, 3 h; 100 means same as DMSO wells; GFP response vs DMSO, % at 10 µM;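 active means GFP response relative to DMSO above a set limit, near the screen mean plus 3 SD, cut at about 150% in these data; inconclusive means Fewer than 70 cells measured for a yeast strain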;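 further: ratio of well median GFP fluorescence to mean of DMSO wells on the plate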
GASC-1 inh – human JMJD2C demethylase inhibition | GST-JMJD2C(1-420) H3K9me3 demethylation, DELFIA europium | AID 2099 | Q9H3R0 | inhibition, % at 2.35 µM | actives 0.069% (n = 330,000);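 active means more than half of a compound's replicate wells show inhibition beyond 50%, single wells judged on their own value; inconclusive means some, but no more than half, of replicates pass 50% inhibition; inactive means no replicate passes 50% inhibition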;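 further: signal counts dimethyl H3K9 product captured on neutravidin plate; 0% = median of DMSO wells and 100% = 0.3 times that DMSO median; strong numbers were not always called active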
Target sequence (Q9H3R0 1-420 limits assumed): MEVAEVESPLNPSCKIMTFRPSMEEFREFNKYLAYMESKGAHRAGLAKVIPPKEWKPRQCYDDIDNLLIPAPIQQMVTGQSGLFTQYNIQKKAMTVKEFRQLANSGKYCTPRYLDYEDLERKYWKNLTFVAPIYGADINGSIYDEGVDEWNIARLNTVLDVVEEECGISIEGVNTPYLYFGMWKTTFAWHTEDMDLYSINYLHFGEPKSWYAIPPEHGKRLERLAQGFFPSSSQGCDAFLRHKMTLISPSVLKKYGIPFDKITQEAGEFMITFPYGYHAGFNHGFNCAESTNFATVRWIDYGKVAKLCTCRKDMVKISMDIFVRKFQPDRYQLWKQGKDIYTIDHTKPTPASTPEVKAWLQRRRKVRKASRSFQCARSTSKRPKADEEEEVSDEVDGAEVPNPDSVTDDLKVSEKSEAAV
RPL19A-GFP yeast – modulators of TOR pathway RPL19A-GFP in S. cerevisiae; S. cerevisiae RPL19A-GFP strain, flow cytometry, 3 h; hits give low values; actives 0.3% (n = 330,000); percent response vs DMSO, % at 10 µM;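 active means percent response vs DMSO below 50%; inconclusive means fewer than 70 events counted for the yeast strain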;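 further: median channel GFP fluorescence of the barcoded RPL19A-GFP strain; ratio of sample median GFP to plate DMSO average so 100% = DMSO; lower means less RPL19A-GFP as with rapamycin TOR inhibition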
LAP4-GFP MLPCN – yeast TOR pathway LAP4-GFP modulation; S. cerevisiae LAP4-GFP multiplex, flow cytometry GFP, 3 h; median GFP as percent of DMSO wells; GFP response vs DMSO, % at 10 µM; actives 0.34% (n = 320,000); AID 2023;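 active means GFP response vs DMSO above a set limit, about the screen mean plus 3 SD, cut at about 150% in these data; inconclusive means under 70 cell events counted for the yeast strain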
GRK2 inh – inhibitors of human GRK2 displacing RNA aptamer; P25098; bead flow cytometry, FAM-aptamer displacement from GRK2; inhibition of aptamer binding, % at 10 µM; actives 0.59% (n = 330,000); AID 488847;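 active means inhibition of aptamer binding above 40%, roughly 3 SD of noise, on plates passing a quality check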;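 further: median bead fluorescence of bound FAM aptamer so fluorescent compounds give negative values; no value below 0 was filed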
Active calls of the source: *; i = inactive; ? = inconclusive; nt = not tested or not shown; & = joins results of further samples; [ ] = dose if it differs, or a comment.

SMILES	AGP1 TOR yeast	MEP2 TOR yeast	VLA-4 inh	CIT2-GFP yeast	GASC-1 inh	RPL19A-GFP yeast	LAP4-GFP MLPCN	GRK2 inh
COc1ccc(-n2c(=S)[nH]c(=O)c3cccnc32)cc1	113	107	19	101	1	101	115	0
Cc1nn(-c2ccccc2)c(N2CCCC2)c1/C=C1\N=C(c2ccc(F)cc2)OC1=O	105	112	9	103	-15	109	100	27
O=C(COC(=O)c1cccnc1Cl)Nc1ccc(S(=O)(=O)N2CCOCC2)cc1	96	94	-9	98	1	101	91	0
CC(=O)C[C@@H](O)CC(=O)[C@@H]1OC(=O)[C@@H](C)C/C=C\Cc2ccccc21	103	98	37	105	39	100	99	0
CC(=O)Nc1ccc(Nc2nc(C(F)(F)F)nc3c2nnn3Cc2ccccc2Cl)cc1	96	102	19	98	0	101	92	2
Nc1cccc(C(=O)Nc2ccco2)c1	95	91	-13	99	42	91	89	2
CCS(=O)(=O)Nc1ccc2c(c1)OCO2	106	101	-1	99	7	99	111	0
CCOc1ccc(OCc2ccc(C(=O)N3N=C(C(F)F)CC3(O)C(F)F)o2)cc1 (stereo not drawn)	97	102	-5	105	4	97	100	0
CCOc1ccccc1/C=N/NC(=O)CNC(=O)COc1ccccc1	102	87	8	94	2	94	92	1
O=C(CSc1ccc(-c2ccncc2)nn1)N1CCCC1	104	95	2	95	-1	99	105	1
COc1ccc2c(c1)C(=O)N(c1ccccc1)C(=O)C2	102	100	-60	109	-3	100	101	0
O=C(CSc1nnc(SCc2cccc3ccccc23)s1)Nc1ccc(C(=O)O)cc1	98	102	2	90	0	94	101	2
COC(=O)c1sccc1NC(=O)Nc1cccc([N+](=O)[O-])c1	98	103	9	107	-23	112	84	4
CCOC(=O)C1CCCN(S(=O)(=O)c2c(C)[nH]c(C)c2C(=O)N2CCCC2)C1 (stereo not drawn)	104	96	5	101	28	101	92	5
CCOc1ccc2nc(NC(=O)/C=C/c3ccc4c(c3)OCO4)sc2c1	94	99	19	99	0	102	89	6
C/C(=N\NC(=O)CSc1nc2ccccc2c(=O)n1-c1ccccc1C)c1cccs1	106	107	10	106	15	107	94	8
CCC(CC)C(=O)Nc1cccc(C(=O)NCc2ccco2)c1	95	98	6	88	2	93	95	0
O=S(=O)(Nc1ccccn1)c1cccc(S(=O)(=O)c2ccc(Br)cc2)c1	106	100	-3	108	-7	102	109	3
COc1ccc(N(C(=O)CNC(=O)c2ccco2)C(C(=O)NC2CCCCC2)c2ccco2)cc1 (stereo not drawn)	99	107	7	100	13&7	102	99	0
Cc1ccc(NCC(=O)N/N=C/c2cccc(Oc3ccccc3)c2)cc1	96	88	0	105	4	105	97	3
Cc1ccc(C(O)P(=O)(OCCC(C)C)c2ccc(N(C)C)cc2)cc1 (stereo not drawn)	92	107	-3	101	8	102	84	1
CC(NS(=O)(=O)c1ccccc1)C(=O)NCCc1ccccn1 (stereo not drawn)	95	85	6	83	-3	100	99	2
Cn1cc(C(=O)N2CCN(c3ccccc3)CC2)c(=O)c2cc(S(=O)(=O)N3CCOCC3)ccc21	103	102	-1	102	2	105	97	2
COc1ccc(N2CCN(c3ccc(N4C(=O)COCC4=O)cc3[N+](=O)[O-])CC2)cc1	108	109	8	104	3	102	98	2
O=[N+]([O-])c1ccc(O)c(CN2CCCCCC2)c1	100	107	5	106	4	103	97	4
Continued.
SMILES	AGP1 TOR yeast	MEP2 TOR yeast	VLA-4 inh	CIT2-GFP yeast	GASC-1 inh	RPL19A-GFP yeast	LAP4-GFP MLPCN	GRK2 inh
CCN1C(=O)C2(C(C#N)=C(N)Oc3c2c(C)nn3-c2ccccc2)c2ccccc21 (stereo not drawn)	101	97	14	98	?	97	98	0
CCCn1c2ccc(/C(C)=N\O)cc2c2cc(/C(C)=N/O)ccc21	104	104	3	107	-3	101	105	0
O=C(O)C(O)Cc1c[nH]c2ccccc12 (stereo not drawn)	99	102	32	95	nt	98	96	67*
O=C(c1cccs1)N1N=C(c2ccccc2)CC1c1ccccc1O (stereo not drawn)	100	97	-3	98	5	94	101	1
CCC(=O)NC(C)c1cc(Cl)c2ccccc2c1O (stereo not drawn)	73	92	16	97	7	97	87	0
COc1cc(CNCc2ccc(Br)cc2)cc(OC)c1	99	98	5	97	-3	107	97	0
COc1ccc(C(=O)C2CCCN(C(=O)CSC)C2)cc1OC (stereo not drawn)	98	95	7	102	-5	98	89	3
COc1ccc(S(=O)(=O)n2nc(OC(=O)c3ccc(C)cc3)cc2N)cc1	98	103	i	92	7	98	95	0
CCCCOC(=O)Nc1cc(Cl)ccc1C	105	113	-9	116	-7	nt	91	0
O=S(=O)([N-]c1nc2ccccc2nc1-n1cc[n+](Cc2ccccc2)c1)c1ccccc1	104	100	-3	92	-3	99	102	2
CCCC(=O)N1CCC(O)(c2cccc(F)c2)CC1	95	99	-15	103	7	98	103	0
Cc1ccc(SC(C)C(=O)Nc2ccccc2-c2ccccc2)cc1 (stereo not drawn)	100	138	8	100	-1	100	107	0
Cc1occc1-c1nnc(SCC(=O)NC2CCCCC2)o1	93	94	10	87	9	94	100	3
COC(=O)CN1C(=O)C(O)(CC(=O)c2ccc(Br)cc2)c2ccccc21 (stereo not drawn)	103	98	18	98	-7	99	96	1
CCOC(=O)c1sc(-c2ccc(F)cc2)cc1NC(=O)Nc1ccccc1OC	104	97	-3	107	4	104	91	3
CCc1nn(CC(=O)NCCC(C)C)c(=O)c2cc3c(OC)cccc3n12	104	105	17	104	10	105	101	5
O=C(COC(=O)C1CC1)Nc1ccc(N=Nc2ccccc2)cc1	87	92	5	87	3	95	91	0
O=C(Cn1cc([N+](=O)[O-])cn1)N1CCCc2ccccc21	96	101	6	94	-7	94	103	0
NC(=O)c1ccsc1NC(=O)c1cccs1	111	119	32	110	-2	107	113	0
Cc1cc(C)n(-c2nc(Nc3ccccc3C)nc(-n3nc(C)cc3C)n2)n1	108	104	-2	100	-17	101	100	0
O=C(CSc1nnc(-c2cccnc2)n1-c1ccc(F)cc1)NCc1ccc2c(c1)OCO2	96	105	-5	93	-6	99	99	2
COc1ccc(Cl)c(NC(=O)Cn2nnc(-c3ccccc3N)n2)c1	95	93	5	nt	-3	95	92	0
O=C(CN1CCCC1)N1CCCc2c1c(=O)oc1ccc(OCc3ccccc3)cc21	19[may fluoresce violet]	111	1	?	-2	88	100	0
COc1ccccc1NC(=O)C1CCCN(S(=O)(=O)c2ccc3c(c2)CC(C)N3C(C)=O)C1 (stereo not drawn)	97	97	0	103	-4	97	95	2
COc1ccc(CNC(=O)C2CCN(C(=O)c3sccc3-n3cccc3)CC2)cc1	89	99	-1	103	6	98	84	0
Following part.
SMILES	AGP1 TOR yeast	MEP2 TOR yeast	VLA-4 inh	CIT2-GFP yeast	GASC-1 inh	RPL19A-GFP yeast	LAP4-GFP MLPCN	GRK2 inh
CCOc1ccc(CN2C(=O)c3ccccc3C2=O)cc1C(=O)N1CCC(C(N)=O)CC1	98	101	2	96	21	108	92	0
Cc1ccc(S(=O)(=O)NCC(=O)OCc2nnc(-c3ccccc3)o2)cc1	93	85	10	103	-1	99	85	2
O=c1[nH]c2ccc(Cl)cc2c(=O)n1Cc1ccco1	nt	96	23	87	29	88	94	2
Cc1ccc(S(=O)(=O)N2CCN(C(=O)COC(=O)/C=C/c3ccccc3)CC2)c(C)c1	90	96	0	88	1	92	93	7
CCn1cnc2cc(NCc3ccc(Br)cc3)ccc21	102	95	1	99	63	99	96	44*
COc1ccc(C(C)=O)cc1COC(=O)Cc1cc(OC)c(OC)c(OC)c1	107	106	-4	96	7	104	103	0
COc1ccc(C(=O)Nc2cc([N+](=O)[O-])ccc2N2CCN(C)CC2)cc1	106	104	6	102	5	99	104	0
COc1ccc(C(=O)Cn2cc[n+](C)c2)cc1	100	100	27	103	-7	105	86	0
CCCSc1cc(NCCOC(C)=O)c([N+](=O)[O-])c2nonc12	103	100	23	104	1	105	103	0
O=C1CCN(CCc2ccccc2)CCN1[C@H](CO)c1ccccc1	78	91	12	66	-7	93	105	0
Cc1cc(Cl)ccc1NC(=O)CCC(=O)N/N=C/c1cccnc1	92	98	-2	108	5	104	66	4
Clc1ccc(-c2ccc(CNCC3CCCO3)o2)cc1 (stereo not drawn)	98	92	1	95	-2	100	104	0
COc1ccc(N(CC(=O)N/N=C/c2cccc(OC)c2OC)S(=O)(=O)c2ccccc2)cc1	97	110	14	104	19	107	97	5
COC(=O)NNC(=S)NCc1ccc(C)cc1	100	102	5	100	-1	102	97	2
CCOC(=O)c1cc2c(ccn2C)n1CC(=O)N(Cc1ccccc1)c1ccccc1	100	97	25	94	-1	98	91	7
Cn1c(/C(C#N)=C/c2ccc(O)cc2)nc2ccccc21	100	99	4	90	-2	98	109	0
COc1ccc(C(=O)CSc2nc3[nH]ncc3c(=O)[nH]2)cc1	100	102	-6	100	-5	100	92	2
Cc1ccc(CNC(=O)CCNS(=O)(=O)c2ccc(Br)s2)cc1	98	99	3	93	-5	96	102	6
COc1ccc(/C(N)=N/OC(=O)c2ccc3c(c2)OCO3)cc1OC	82	87	19	85	-11	87	101	0
Cc1cccc(NC(=O)CSc2nc(C)c(Cc3ccccc3)c(=O)[nH]2)c1	97	99	7	99	31	98	98	3
COCCCN1CCN(C2Cc3ccccc3Sc3ccc(Cl)cc32)CC1 (stereo not drawn)	88	100	7	89	3	101	89	4
C=CCC12C=C(OC)C(=O)OC(OC)(C1O)[C@H](c1ccc3c(c1)OCO3)[C@H]2C (stereo partly drawn)	103	105	3	100	8	95	103	0
O=c1c2ccccc2nc2n1C(CSc1ccc(Br)cc1)CN2 (stereo not drawn)	102	98	-2	103	2	98	96	0
CC(C)(C)c1ccc(-c2c(C(=O)O)c(C(=O)O)c3n2CSC3)cc1	90	92	-7	84	-16	95	80	2
COc1cccc(C(=O)NNC(=O)C2CC(C)=C(C)CC2C(=O)O)c1 (stereo not drawn)	104	97	-16	107	5	96	97	0
(more compounds)
SMILES	AGP1 TOR yeast	MEP2 TOR yeast	VLA-4 inh	CIT2-GFP yeast	GASC-1 inh	RPL19A-GFP yeast	LAP4-GFP MLPCN	GRK2 inh
COc1ccc2cc(C(=O)O)n(CC(=O)c3ccccc3)c2c1	102	108	9	107	-8	103	96	1
Cc1ccc(OCc2nc(C#N)c(N3CCN(Cc4ccccc4)CC3)o2)cc1	104	103	6	100	11	103	104	0
Cc1ccn2c(=O)nc(SCC(=O)N3CCCCCC3)nc2c1	88	89	-1	95	1	91	109	2
O=C(Nc1cccc(S(=O)(=O)N2CCOCC2)c1)c1cnn2c(C(F)F)cc(-c3ccccc3)nc12	100	96	-5	103	-6	97	106	1
C#CC(CCN1CCCCC1)(OC)c1ccccc1 (stereo not drawn)	106	102	4	101	-3	102	95	0
O=C(COc1cccc(C(F)(F)F)c1)NNC(=O)Cn1c(=O)cnc2ccccc21	101	98	3	98	-1	94	104	3
COc1ccc(S(=O)(=O)Nc2ncccn2)cc1	103	112	6	110	-8	105	93	0
